DTT redox prof – compounds producing H2O2 with reducing agent – biochemical, NIH compound library profiling, artefact control for MLSCN library redox annotation, primary screen; DTT-dependent redox cycling H2O2, phenol red/HRP absorbance; 100% = 100 µM peroxide control, 0% = buffer; activation, % at 10 µM; actives 0.03% (n = 200,000); AID 878, 2007;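 active = activation of at least 50% relative to the plate's high and low controls in the primary single-dose screen; inactive = activation below 50%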;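 note: compound incubated with DTT at 0.8 mM final as the reducing agent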
STAT1 activator – STAT1 signaling activators, primary screen, cell-based, HTS, luciferase reporter; NIH 3T3 STAT1-luciferase reporter, IFN-gamma, luminescence; 100% = IFN-gamma alone, no compound; activation (% of control), % at 5.5 µM; actives 2.6% (n = 200,000);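 active = activation above the screen-wide mean activation plus 3 SD, cut at about 130% in these data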;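 note: raw ratio to IFN-gamma control signal so 100% means no change and 0% no light; values of inactives mirror those of a sister screen read the other way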
HMGR II inh – inhibitors of E. faecalis class II HMGR, primary screen, biochemical, Enterococcus faecalis; HMG-CoA reductase (Enterococcus faecalis, mvaE); purified E. faecalis HMGR, NADPH absorbance 340 nm kinetic; inhibition, % at 10 µM; actives 0.41% (n = 190,000); AID 1066, 2008;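 active = inhibition above a set limit, the median over all tested compounds plus 3 SD, cut at about 9.5% in these data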;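 note: enzyme runs in reverse so mevalonate oxidation gives rising NADPH absorbance; 0% = complete reaction with DMSO and 100% = background rate lacking mevalonate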
APP transl inh – inhibitors of APP translation via 5'UTR reporter, primary screen, APP 5'UTR luciferase, SH-SY5Y cells. SH-SY5Y APP 5'UTR-luciferase reporter, luminescence. inhibition, % at 2 µM. actives 0.82% (n = 190,000);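 active = inhibition above a set limit, derived from the sample mean plus 3 SD, cut at about 45% in these data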; note: values of inactives mirror those of a sister screen read the other way
Hsp70 activator – Hsp70 transcriptional activators, primary screen, cell-based, HeLa, Hsp70 promoter luciferase, luminescence, 10 µM; HeLa Hsp70 promoter luciferase reporter; scaled: vehicle 0, proteasome-inhibitor control 100%; activation, % at 10 µM; actives 0.04% (n = 200,000);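 active = activation above the mean across all tested compounds plus 3 SD, cutoff set per campaign, cut at about 5.5% in these data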;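 note: 100% = MG132 at 30 µM as the positive control and 0% = DMSO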
NF-kB expr up – activators of NF-kB expression in neurons, primary screen, cell-based, HTS; fold change at 12.5 µM; human neuronal cells, NF-kB reporter expression; stronger effect = higher value; actives 1.6% (n = 190,000); AID 1239, 2008; in the data active = fold change above about 3.3
FLuc act counter – FLuc activators, initial screening, artefact control for FLuc-dependent activation tests, biochemical, ATPlite luminescence. activation factor at 10 µM. ATPlite luciferase biochemical, 10 min; 0 = ATP-free wells, 1 = DMSO control. 200,000 tested, under 10 active. AID 1027, 2008. Luciferin 4-monooxygenase (Photinus pyralis), P08659;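 active = luciferase activation factor, scaled between plate controls, of at least 2 with compound at 10 µM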
Target sequence (P08659 whole entry, looked up): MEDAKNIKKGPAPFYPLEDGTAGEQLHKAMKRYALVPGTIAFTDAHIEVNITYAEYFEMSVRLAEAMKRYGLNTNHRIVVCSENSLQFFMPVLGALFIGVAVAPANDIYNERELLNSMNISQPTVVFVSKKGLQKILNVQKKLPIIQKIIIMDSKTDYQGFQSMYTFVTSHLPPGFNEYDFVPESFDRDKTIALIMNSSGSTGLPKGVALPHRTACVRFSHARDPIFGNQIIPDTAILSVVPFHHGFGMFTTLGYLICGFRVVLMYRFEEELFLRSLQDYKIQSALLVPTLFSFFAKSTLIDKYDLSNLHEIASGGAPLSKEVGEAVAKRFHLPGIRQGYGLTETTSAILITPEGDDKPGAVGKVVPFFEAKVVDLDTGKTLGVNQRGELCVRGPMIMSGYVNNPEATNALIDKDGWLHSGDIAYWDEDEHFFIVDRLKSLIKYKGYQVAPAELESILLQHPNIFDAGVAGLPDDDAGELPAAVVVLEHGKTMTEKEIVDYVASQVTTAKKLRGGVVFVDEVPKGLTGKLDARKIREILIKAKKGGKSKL
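Material: luciferase plus luciferin reagent, cell-free. Medium: PBS buffer for ATP. Also added: ATP substrate, dispensed from a 10.24 µM working solution in PBS. Doses: test compounds dosed from 2 mM stocks in 100% DMSO. Incubation: 10 min post-reagent at room temperature. Technique: light output (luminescence). Read-out basis: luminescence gain marking luciferase activators.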
G6PDH CS – L. mesenteroides G6PDH inhibitors, counter-screen for G6PDH-coupled screening assays, biochemical, Leuconostoc mesenteroides enzyme | Purified L. mesenteroides G6PDH, diaphorase/resazurin coupled fluorescence, 45 min | actives 0.12% (n = 200,000) | glucose-6-phosphate dehydrogenase [Leuconostoc mesenteroides] | inhibition, % at 5 µM | AID 1020, 2008; in the data active = inhibition above about 50%
APP 5'UTR act – activators of APP 5'UTR luciferase reporter, primary screen, SH-SY5Y cells; SH-SY5Y APP 5'UTR luciferase reporter, luminescence; zero percent = DMSO vehicle wells; activation, % at 2 µM; actives 1% (n = 190,000); AID 1276, 2008;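 active = activation above a set limit, based on mean plus 3 SD of controls, cut at about 140% in these data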; note: values of inactives mirror those of a sister screen read the other way
FLuc inh counter – firefly luciferase enzyme inhibitors, primary screen, artefact control for luciferase-based inhibitor screens, biochemical, luminescence, ATPLite; AID 1006, 2008; Luciferin 4-monooxygenase (Photinus pyralis), P08659; inhibition, % at 10 µM; 10 min; actives 1.5% (n = 200,000);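 active = inhibition above about 50% when tested at 10 µM, limit read from the data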
Numbers without * were called inactive.

Results for O=C(Nc1ccccc1C(=O)N/N=C/c1ccncc1)c1ccccc1 ?
DTT redox prof: 0.3; STAT1 activator: 50.2; HMGR II inh: -4.1; APP transl inh: -16.2; Hsp70 activator: -0.2; NF-kB expr up: 1.34; FLuc act counter: 0; G6PDH CS: 6.1; APP 5'UTR act: 16.2; FLuc inh counter: 96.5*

Results for CC(=O)Nc1ccc(NC(=O)C23CC4CC(C2)CC(n2cnc(Br)n2)(C4)C3)cc1 ?
DTT redox prof: -0.8; STAT1 activator: 99.9; HMGR II inh: 3.5; APP transl inh: 8.2; Hsp70 activator: 0.0; NF-kB expr up: 0.98; FLuc act counter: 1; G6PDH CS: 3.8; APP 5'UTR act: -8.2; FLuc inh counter: 0.3

Results for CC1(C)Cc2ccccc2-c2c1c(=O)n(-c1ccccc1)c1nnnn21 ?
DTT redox prof: 1.2; STAT1 activator: 94.7; APP transl inh: -5.7; Hsp70 activator: -0.1; APP 5'UTR act: 5.7

What do the screens show for `COc1ccc(C(=O)/C=C/C(=O)N(CC(=O)NC2CCCCC2)Cc2cccs2)c(O)c1`?
DTT redox prof: -0.9; STAT1 activator: 114.1; HMGR II inh: -5.7; APP transl inh: 77.4*; Hsp70 activator: 0.3; NF-kB expr up: 1.47; FLuc act counter: 1.1; G6PDH CS: 11.2; APP 5'UTR act: -77.4; FLuc inh counter: -7.2

What do the screens show for `COc1ccc(CNC(=O)c2n[nH]c3ccccc23)cc1OC`?
DTT redox prof: -1.0; STAT1 activator: 92.5; HMGR II inh: -7.8; APP transl inh: -14.7; Hsp70 activator: -0.3; NF-kB expr up: 1.01; FLuc act counter: 1; G6PDH CS: -0.7; APP 5'UTR act: 14.7; FLuc inh counter: -0.9

How did CCOc1ccccc1OCC(=O)NNC(=S)NC1CCCCC1 do in these assays?
DTT redox prof: -0.4; STAT1 activator: 94.8; HMGR II inh: 0.4; APP transl inh: -16.5; Hsp70 activator: -0.2; NF-kB expr up: 0.83; FLuc act counter: 1; G6PDH CS: 0.8; APP 5'UTR act: 16.5; FLuc inh counter: -4.7

How did CCOC(=O)c1c(NC(=O)Nc2ccccc2)sc(C)c1C do in these assays?
DTT redox prof: -3.1; STAT1 activator: 96.0; HMGR II inh: 2.7; APP transl inh: 6.4; Hsp70 activator: -0.5; NF-kB expr up: 1.09; FLuc act counter: 1; G6PDH CS: 3.0; APP 5'UTR act: -6.4; FLuc inh counter: -2.1

Results for CC(=O)NC(=C(Cl)Cl)S(=O)(=O)c1ccccc1 ?
DTT redox prof: -0.3; STAT1 activator: 107.8; HMGR II inh: -3.2; APP transl inh: 14.6; Hsp70 activator: 0.5; NF-kB expr up: 1.39; FLuc act counter: 1.1; G6PDH CS: 12.7; APP 5'UTR act: -14.6; FLuc inh counter: -7.8

How did CCOC(=O)C1(Cc2ccccc2)CCN(Cc2cnn(C(C)C)c2)CC1 do in these assays?
DTT redox prof: 13.3; STAT1 activator: 95.2; HMGR II inh: -10.2; APP transl inh: -4.2; Hsp70 activator: -0.2; NF-kB expr up: 1.03; FLuc act counter: 1; G6PDH CS: 14.1; APP 5'UTR act: 4.2; FLuc inh counter: -3.3

What do the screens show for `O=C(OC(C(=O)Nc1cccc(C(F)(F)F)c1)c1ccccc1)C1CCCCC1` (stereo unspecified)?
DTT redox prof: 1.1; STAT1 activator: 97.0; HMGR II inh: -1.1; APP transl inh: -10.4; Hsp70 activator: -0.4; NF-kB expr up: 1.02; FLuc act counter: 1.1; G6PDH CS: -3.0; APP 5'UTR act: 10.4; FLuc inh counter: -14.8

What do the screens show for `CCOC(=O)Cc1csc(NC(=O)c2cc3c(s2)CCCC3)n1`?
DTT redox prof: 0.2; STAT1 activator: 101.3; HMGR II inh: -0.2; APP transl inh: -44.1; Hsp70 activator: -0.3; NF-kB expr up: 1.29; FLuc act counter: 0.4; G6PDH CS: -3.1; APP 5'UTR act: 44.1; FLuc inh counter: 61.1*

What do the screens show for `COC(=O)c1ccnc(SCC(=O)c2ccccc2)c1`?
DTT redox prof: -0.1; STAT1 activator: 131.7*; HMGR II inh: 1.6; APP transl inh: -118.6; Hsp70 activator: 0.1; NF-kB expr up: 2.03; FLuc act counter: 0.8; G6PDH CS: 6.7; APP 5'UTR act: 118.6; FLuc inh counter: 21.7

Results for COc1ccc(/C=C2\CCC(C3CCCC3)C2=O)cc1Cn1cccn1 (stereo unspecified) ?
DTT redox prof: -0.6; STAT1 activator: 99.9; HMGR II inh: -3.0; APP transl inh: -4.4; Hsp70 activator: -0.4; NF-kB expr up: 2.19; FLuc act counter: 1; G6PDH CS: -23.6; APP 5'UTR act: 4.4; FLuc inh counter: -0.4

How did CS(=O)(=O)N(CC(=O)NCc1ccccn1)Cc1ccc(Cl)cc1 do in these assays?
DTT redox prof: 0.6; STAT1 activator: 91.9; HMGR II inh: -4.8; APP transl inh: -2.5; Hsp70 activator: 0.2; NF-kB expr up: 1.17; FLuc act counter: 1.1; G6PDH CS: 3.0; APP 5'UTR act: 2.5; FLuc inh counter: -10.4

Results for N#CC1=C(N)C(C#N)(C#N)[C@H](c2ccncc2)[C@H]2CC3(CC=C12)OCCO3 ?
DTT redox prof: 1.0; STAT1 activator: 105.7; HMGR II inh: -8.1; APP transl inh: 13.0; Hsp70 activator: -0.5; NF-kB expr up: 0.99; FLuc act counter: 1.1; G6PDH CS: 11.7; APP 5'UTR act: -13.0; FLuc inh counter: -7.6

Structures from the list above containing a Cl atom:
Results for CC(=O)NC(=C(Cl)Cl)S(=O)(=O)c1ccccc1 ?
DTT redox prof: -0.3; STAT1 activator: 107.8; HMGR II inh: -3.2; APP transl inh: 14.6; Hsp70 activator: 0.5; NF-kB expr up: 1.39; FLuc act counter: 1.1; G6PDH CS: 12.7; APP 5'UTR act: -14.6; FLuc inh counter: -7.8

How did CS(=O)(=O)N(CC(=O)NCc1ccccn1)Cc1ccc(Cl)cc1 do in these assays?
DTT redox prof: 0.6; STAT1 activator: 91.9; HMGR II inh: -4.8; APP transl inh: -2.5; Hsp70 activator: 0.2; NF-kB expr up: 1.17; FLuc act counter: 1.1; G6PDH CS: 3.0; APP 5'UTR act: 2.5; FLuc inh counter: -10.4

Remaining list, next part.
What do the screens show for `COc1cc(C2C3=C(CC(C)(C)CC3=O)NC3=C2C(=O)c2ccccc23)ccc1O` (stereo unspecified)?
DTT redox prof: -1.5; STAT1 activator: 104.3; HMGR II inh: 3.9; APP transl inh: -3.1; Hsp70 activator: 0.0; NF-kB expr up: 1.22; FLuc act counter: 1; G6PDH CS: -2.1; APP 5'UTR act: 3.1; FLuc inh counter: -0.3

What do the screens show for `O=C(c1ccc(S(=O)(=O)c2ccccc2)cc1)N1CCCCCC1`?
DTT redox prof: -0.3; STAT1 activator: 87.3; HMGR II inh: -2.7; APP transl inh: 4.0; Hsp70 activator: -0.2; NF-kB expr up: 1.13; FLuc act counter: 1; G6PDH CS: 9.7; APP 5'UTR act: -4.0; FLuc inh counter: -4.2

How did Cc1nc2ccccc2n2c(-c3ccccc3)c3c(=O)n(C)c(=O)n(C)c3c12 do in these assays?
DTT redox prof: -2.1; STAT1 activator: 98.9; HMGR II inh: -7.7; APP transl inh: 12.3; Hsp70 activator: -0.2; NF-kB expr up: 0.48; FLuc act counter: 1; G6PDH CS: 5.9; APP 5'UTR act: -12.3; FLuc inh counter: -3.8

Results for CCN1CCS/C1=C/C=C/C1=[N+](CC)CCS1 ?
DTT redox prof: 0.1; STAT1 activator: 81.7; HMGR II inh: -1.4; APP transl inh: -13.6; Hsp70 activator: -0.4; NF-kB expr up: 0.61; FLuc act counter: 1.1; G6PDH CS: 7.5; APP 5'UTR act: 13.6; FLuc inh counter: -5.3

What do the screens show for `O=C(Nc1nnc(-c2ccc(Cl)s2)o1)C1CCCCC1`?
DTT redox prof: -1.1; STAT1 activator: 99.4; APP transl inh: 1.0; Hsp70 activator: 0.0; APP 5'UTR act: -1.0

Results for CCCOc1ccc(C(=O)NNC(=S)NC(C)=O)cc1 ?
DTT redox prof: -4.6; STAT1 activator: 97.0; HMGR II inh: -1.9; APP transl inh: -4.1; Hsp70 activator: -0.2; NF-kB expr up: 1.16; FLuc act counter: 1; G6PDH CS: -1.0; APP 5'UTR act: 4.1; FLuc inh counter: 4.2

How did Cc1cc(NC(=O)c2cc3ccccc3o2)cc(C)c1OCC(=O)N1CCOCC1 do in these assays?
DTT redox prof: -0.5; STAT1 activator: 105.1; HMGR II inh: 0.4; APP transl inh: -5.3; Hsp70 activator: 0.2; NF-kB expr up: 0.42; FLuc act counter: 0.7; G6PDH CS: -22.0; APP 5'UTR act: 5.3; FLuc inh counter: 27.2

Results for N#Cc1ccc(NC(=O)CNc2cc(S(=O)(=O)N3CCOCC3)ccc2NCC2CCCO2)cc1 (stereo unspecified) ?
DTT redox prof: -0.3; STAT1 activator: 98.1; HMGR II inh: -4.2; APP transl inh: 18.4; Hsp70 activator: -0.1; NF-kB expr up: 0.99; FLuc act counter: 1.1; G6PDH CS: 4.6; APP 5'UTR act: -18.4; FLuc inh counter: -6.2

Results for CC(C)NCCCCOc1cccc(Br)c1 ?
DTT redox prof: 0.2; STAT1 activator: 109.0; HMGR II inh: -1.3; APP transl inh: -11.4; Hsp70 activator: -0.2; NF-kB expr up: 1.02; FLuc act counter: 1.1; G6PDH CS: 10.7; APP 5'UTR act: 11.4; FLuc inh counter: -6.9

Results for O=C(CS(=O)(=O)c1c[nH]c2ccccc12)N1CCCc2ccccc21 ?
DTT redox prof: -0.9; STAT1 activator: 98.7; HMGR II inh: -9.4; APP transl inh: 4.9; Hsp70 activator: -0.2; NF-kB expr up: 0.81; FLuc act counter: 1.1; G6PDH CS: -16.7; APP 5'UTR act: -4.9; FLuc inh counter: -10.1

What do the screens show for `CCCNC(=O)c1oc2ccc3c(c2c1C)C(=O)CC(C)(C)O3`?
DTT redox prof: 0.2; STAT1 activator: 144.9*; HMGR II inh: -4.5; APP transl inh: -190.2; Hsp70 activator: 0.1; NF-kB expr up: 5.13*; FLuc act counter: 0.2; G6PDH CS: 2.9; APP 5'UTR act: 190.2*; FLuc inh counter: 75.9*

How did COc1ccc(C(C)=O)cc1COC(=O)c1cc(C)nc2ccccc12 do in these assays?
DTT redox prof: -2.3; STAT1 activator: 84.2; HMGR II inh: -5.4; APP transl inh: 21.1; Hsp70 activator: -0.1; NF-kB expr up: 1.56; FLuc act counter: 1; G6PDH CS: 3.3; APP 5'UTR act: -21.1; FLuc inh counter: -2.5

Source: PubChem BioAssay (several laboratories)
